# Assay outcomes from PubChem BioAssay.
# RECQ1 inh = qHTS Assay for Inhibitors of RecQ-Like Dna Helicase 1 (RECQ1). 0.54% of 240,000 active. ATP-dependent DNA helicase Q1 (Homo sapiens), P46063. RECQ1 DNA unwinding, red fluorescence kinetic read. Potency, µM (titrated, usually from 57.3 µM), without a hit: top-dose activity, negative = inhibition, most hits filed as inhibitors;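 also: plate controls were vehicle for no effect and no enzyme for full effect; nearly all actives have a fitted effect of over 30% in size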
# Target sequence (P46063 whole entry, looked up): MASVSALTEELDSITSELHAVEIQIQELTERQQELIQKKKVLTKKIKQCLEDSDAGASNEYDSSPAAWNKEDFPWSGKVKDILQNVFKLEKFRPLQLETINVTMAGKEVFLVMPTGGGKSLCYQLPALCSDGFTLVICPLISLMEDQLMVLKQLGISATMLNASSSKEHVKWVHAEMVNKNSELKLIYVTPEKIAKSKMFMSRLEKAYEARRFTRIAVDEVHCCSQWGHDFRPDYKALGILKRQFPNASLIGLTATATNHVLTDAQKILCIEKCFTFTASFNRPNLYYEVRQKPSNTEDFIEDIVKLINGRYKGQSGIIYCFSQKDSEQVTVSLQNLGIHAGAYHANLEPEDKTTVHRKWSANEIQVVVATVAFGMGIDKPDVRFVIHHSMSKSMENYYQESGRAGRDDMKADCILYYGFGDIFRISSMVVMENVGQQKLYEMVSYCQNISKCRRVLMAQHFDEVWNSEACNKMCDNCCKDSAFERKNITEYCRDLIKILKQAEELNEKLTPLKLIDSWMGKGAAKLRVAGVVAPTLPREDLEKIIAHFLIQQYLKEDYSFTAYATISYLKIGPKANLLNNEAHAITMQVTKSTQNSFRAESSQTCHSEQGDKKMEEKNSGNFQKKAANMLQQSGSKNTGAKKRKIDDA
#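 RECQ1T1 50 nM; forked duplex (20 bp + 30-nt ss tails) 200 nM, ATP 2 mM final; pH 8.0, 2 mM MgCl2, 2.5 ug/ml poly(dI-dC); 15 min compound preincubation; discontinuous kinetic read over 2 h at RT.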
# Tau FP inhib = qHTS for Inhibitors of Tau Fibril Formation, Fluorescence Polarization. Microtubule-associated protein tau (Homo sapiens), P10636. 0.39% of 280,000 active. K18 P301L tau heparin fibrillization, Alexa594 FP, 6 h. Potency, µM (series often up to 57.7 µM), for the others: at the top dose activity, negative = inhibition, actives largely listed as inhibitors; also: nearly all actives have a fitted effect of over 55% in size
# Target sequence (P10636 561-689 P618L limits assumed): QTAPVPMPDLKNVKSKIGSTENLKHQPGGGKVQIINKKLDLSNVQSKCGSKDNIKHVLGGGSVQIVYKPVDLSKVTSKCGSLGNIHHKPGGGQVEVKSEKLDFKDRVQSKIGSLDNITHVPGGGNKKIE
#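 Human K18 P301L fragment (15 uM unlabeled plus 0.24 uM Alexa 594-labeled) in 100 mM sodium acetate pH 7 with compound, aggregation induced by 20 uM heparin for 6 hr at 37 C. ThT (30 uM) added for 1 hr, then Alexa 594 FP read.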
# TexasRed fluor = Total Fluorescence Counterscreen for Inhibitors of the Interaction of Thyroid Hormone Receptor and Steroid Receptor Coregulator 2 | 0.29% of 280,000 active | AID 1479, 2009 | Potency, µM (series often up to 106 µM), for inactives: at the highest dose fluorescence change, negative = quenching | TRb/SRC2 Texas Red total fluorescence interference; active = well fitted curve in either direction with a large enough effect; inconclusive = small, poorly fitted or top-dose-only effect
#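 Human TRb ligand-binding domain at 0.6 uM with 20 nM Texas Red SRC2 peptide in Tris buffer containing 1 uM T3 and 5% DMSO, incubated with compound 5 h at ambient temperature. Total fluorescence (555/632 nm) calculated as parallel + 2 × perpendicular.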
# JMJD2E inh = qHTS Assay for Inhibitors of Human Jumonji Domain Containing 2E (JMJD2E). Lysine-specific demethylase 4E (Homo sapiens), B2RXH2. JMJD2E catalytic domain, FDH-coupled NADH fluorescence (FDH is formaldehyde dehydrogenase). Potency, µM (top dose mostly 57.1 µM), for the others: at the top dose activity change, negative = inhibition, most hits filed as inhibitors. 1.6% of 230,000 active; active = well fitted inhibition curve with a large enough effect, not every such curve was filed as active; inconclusive = small, poorly fitted or top-dose-only effect, or another doubt; inactive = no such curve, though single readings can be large or run the other way;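 also: 0% = wells with enzyme and -100% = buffer wells without enzyme; nearly all actives have a fitted effect of over 50% in size; many of its hits are not listed in these tables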
# Tau fibril ThT = qHTS for Inhibitors of Tau Fibril Formation, Thioflavin T Binding | recombinant tau K18 P301L, heparin-induced fibrillization, ThT fluorescence | Potency, µM (top dose mostly 57.4 µM), inactives show top-dose activity, negative = inhibition, usual class: inhibitors | 2.1% of 270,000 active | AID 1460, 2008; also: nearly all actives have a fitted effect of over 55% in size
#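 Fibril formation assay: tau K18 P301L at 15 uM with trace Alexa 594 label, heparin inducer 20 uM, pH 7 sodium acetate buffer, 37 C for 6 hr; endpoint ThT signal.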
# L3MBTL1 inh = qHTS Assay for the Inhibitors of L3MBTL1. Lethal(3)malignant brain tumor-like protein 1 (Homo sapiens), Q9Y468. AlphaScreen L3MBTL1–H3K9me1 peptide binding. Potency, µM (highest dose often 57.1 µM), inactives show at the highest dose activity, negative = inhibition, hits mostly inhibitors. 0.66% of 230,000 active. AID 485360, 2010; also: nearly all actives have a fitted effect of over 60% in size
#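 L3MBTL1 (50 nM) pre-complexed 30 min with biotinylated H3(1-15)K9me1 peptide (75 nM), then compounds added for 30 min at room temperature; AlphaScreen streptavidin donor/nickel chelate acceptor beads (10 ug/mL final) read after 30 min dark incubation.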
# GoLoco inh red = qHTS Assay for Inhibitors of RGS12 GoLoco Motif Activity (Red Fluorophore). AID 880, 2007. 0.44% of 230,000 active. Gai1:RGS12 GoLoco peptide FP, rhodamine, 10 min. Potency, µM (series often up to 61.6 µM), inactives show at the top dose activity, negative = inhibition, usual class: inhibitors; active = well fitted inhibition curve with a large enough effect, not every such curve was filed as active; inactive = no such curve, though single readings can be large or run the other way; also: nearly all actives have a fitted effect of over 30% in size; many of its hits are not listed in these tables
# TRb-SRC2 inh = qHTS for Inhibitors of the Interaction of Thyroid Hormone Receptor and Steroid Receptor Coregulator 2 | TRbeta-SRC2 peptide binding, fluorescence polarization; receptor liganded with 1 µM T3 | Potency, µM (series often up to 106 µM), inactives show at the highest dose activity change, negative = inhibition, most hits filed as inhibitors | 0.065% of 280,000 active;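 also: plate controls were bound peptide for no effect and peptide without receptor for full effect; nearly all actives have a fitted effect of over 50% in size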
#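 Assay buffer: 20 mM Tris-HCl, 100 mM NaCl, 10% glycerol, 1 mM EDTA, 0.01% NP-40, 1 mM DTT, 1 uM T3, 5% DMSO; TRb LBD 0.6 uM, Texas Red SRC2 20 nM; FP after 5 hr.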
# * = called active by the depositor; i = inactive; ? = inconclusive; · = no result given; & = joins results of further samples; [ ] = dose if it differs, or a comment. Unless noted, calls follow the shape of the dose curve; as a rule, active = well fitted curve in the direction sought with a large enough effect; inconclusive = small, poorly fitted or top-dose-only effect, or another doubt; inactive = no such curve, though single readings can be large; an effect the other way counts as inactive or inconclusive. Unless noted, % is scaled to controls: 0 for no effect and ±100 for the full control effect; potency is read from the fitted curve at half-maximal effect.
# Second line of a record: RECQ1 inh	Tau FP inhib	TexasRed fluor	JMJD2E inh	Tau fibril ThT	L3MBTL1 inh	GoLoco inh red	TRb-SRC2 inh
CCOc1ccc(Nc2c(S(=O)(=O)c3ccc(C)cc3)cnc3ccccc23)cc1
 : ·	3%	-34%	·	?	·	·	-4%
C[C@@H](N)Cn1ccc2cc(F)c(Cl)cc21
 : -2%	-4%	0%	-3%	-6%	·	6%	6%
Cc1cc(C=C2C(=O)NC(=S)NC2=O)c(C)n1C1CCCC1
 : -12%	-13%	-2%	6%	16µM*	-20%	58%[activator]	5%
Cc1ccccc1CCNCc1ccc(Br)cc1
 : i	-4%	1%	5%	5%	6%	1%	-3%
COc1ccc(-c2nc3ccccc3n2OC(=O)N(C)C)cc1
 : i	1%	-4%	26%	4%	·	-5%	-5%
Cc1nc2ccccc2c(=O)n1-c1ccc(Cl)cc1[N+](=O)[O-]
 : i	?	0%	-14%	-4%	-4%[11.4 µM]	-3%	5%
O=C(COc1ccc(S(=O)(=O)N2CCCCC2)cc1)N1CCN(Cc2ccccc2)CC1
 : -10%	4%	0%	3%	-11%	-1%	-15%	0%
COc1ccc(Nc2c(-c3cc(Br)ccc3O)nc3ncccn23)cc1OC
 : ·	14%	-2%	·	?	·	·	4%
CN1CCN(Cc2ccccc2Sc2ccccc2)CC1
 : 0%	-2%	-2%	6%	-8%	-6%	1%	-9%
COc1ccc(NC(=S)NC(NC(=O)CF)C(Cl)(Cl)Cl)cc1[N+](=O)[O-] (configuration not stated)
 : 0%	5%	-5%	2%	?	-3%	3%	6%
O=C(Nc1nc2c(Cl)cccc2s1)c1ccc(S(=O)(=O)N2CCc3ccccc32)cc1
 : ·	?	-5%	·	-10%	·	·	2%
Cc1cccc(Cn2cccc(C(=O)Nc3ccc4c(c3)OCCO4)c2=O)c1
 : ·	1%	-2%	·	?	·	·	-6%
O=[N+]([O-])c1cccc(O)c1
 : 0%	·	0%	·	·	1%	-7%	-4%
CCC(CC)NCc1c[nH]c2ccccc12
 : -4%	-3%	-1%	?	-5%	5%	11%	-4%
CC(=O)c1ccc2c(c1)C1C(Cl)C(Sc3ccccc3[N+](=O)[O-])CC1C(c1ccccc1)N2 (configuration not stated)
 : -3%	11%	21%	-12%	?	-13%	20%	21%
COc1ccc(CC2(CCc3ccncc3)C(=O)NC(=O)NC2=O)c(OC)c1
 : 1%	0%	-3%	-15%	-13%	48%[activator]	-16%	-5%
O=C(O)CCC(=O)NCCC1=c2ccccc2=N/C1=C\c1c(O)n(Cc2ccc(F)cc2)c(=S)[nH]c1=O
 : i	-2%	0%	?	?	-21%	21%	9%
Cn1c(O)c(C=NCc2cccs2)c(=O)n(C)c1=O
 : -3%	-1%	0%	3%	1%	3%	2%	-6%
COc1cccc(NC(=O)c2ccc3c(=O)n4nc(Nc5ccccc5OC)sc4nc3c2)c1
 : ·	?	-3%	·	-14%	·	·	-7%
O=C(c1ccco1)c1cn(Cc2ccc(Cl)cc2)c2ccccc12
 : -19%	-19%	-1%	?	-13%	·	-7%	-4%
OCCN(CC#CC(O)(c1ccccc1)C1CCCC1)CCO (configuration not stated)
 : -11%	-5%	2%	-4%	-1%	4%	·	-7%
ClC(Cl)C(Cl)Cl
 : 11%	·	-3%	·	·	·	4%	-2%
O=C(CF)NC(Nc1cccc2cccnc12)C(Cl)(Cl)Cl (configuration not stated)
 : 3%	-7%	-1%	-5%	-5%	7%	3%	-5%
CC(=O)NC(C)Cc1ccccc1 (configuration not stated)
 : -12%	-6%	-2%	10%	-8%	·	2%	-2%
C=CC(C)C(C(=O)c1ccccc1)N(C)C (configuration not stated)
 : -3%	0%	-1%	-6%	2%	7%	1%	-1%
ClC(Cl)Br
 : -1%	·	0%	·	·	·	5%	1%
COc1ccc(NC(=O)CN2C(=O)C(C)N=C(c3ccccc3F)c3cc(Cl)ccc32)c(OC)c1 (configuration not stated)
 : ·	7%	0%	·	-11%	·	·	-7%
C=CC(=O)OCC(CC)CCCC (configuration not stated)
 : -3%	·	-3%[201 µM]	·	·	·	16%	2%[201 µM]
COc1ccc(CCn2c(O)c(C=NCc3cccnc3)c(=O)[nH]c2=O)cc1OC
 : -8%	2%	0%	5%	3%	10%	-4%	7%
N[C@@H](CCCCP(=O)(O)O)C(=O)O
 : 4%	-3%	-2%	3%	2%	·	20%	-7%
CC1CCN(C(=O)CCl)CC1
 : -11%	5%	0%	12%	8%	7%	-1%	2%
CCCN(CCC)[C@H]1CCc2c(F)ccc(O)c2C1
 : -15%	4%	-2%	-1%	0%	·	-13%	2%
O=c1[nH]c(=S)n(Cc2ccc(F)cc2)c(O)c1C=NCc1cccnc1
 : i	-10%	-2%	0%	-7%	·	3%	-18%
O=C(N/N=C/c1c(O)n(Cc2ccc(F)cc2)c(=S)[nH]c1=O)c1ccncc1
 : -15%	6%	-2%	?	?	-28%	157%[activator]	5%
c1ccc(C2NCCc3[nH]cnc32)cc1 (configuration not stated)
 : i	8%	1%	6%	3%	·	3%	3%
O=[N+]([O-])c1cccc2c([N+](=O)[O-])cccc12
 : -9%	·	-1%	·	·	-8%	4%	-4%
CCCC(CCC)C(=O)OC[N+](C)(C)CCOC(=O)C(O)(c1ccccc1)C1CCCC1 (configuration not stated)
 : i	-5%	2%	-28%	-1%	?	5%	-3%
O=C1NC(=O)C(CCc2ccncc2)(CCc2ccncc2)C(=O)N1CCc1ccccc1
 : i	1%	-2%	7%	-7%	6%	-2%	-1%
CCOC(=O)c1ccc2[nH]c(-c3ccc(S(=O)(=O)F)cc3)cc(=O)c2c1
 : -1%	-2%	-1%	?	?	9%	7%[14.2 µM]	-3%
CCCCn1c(O)c(C(C)=NCc2ccc3c(c2)OCO3)c(=O)[nH]c1=O
 : -12%	1%	-4%	7%	-7%	10%	2%	6%
CCCCNc1ccncc1S(=O)(=O)NC(=O)NC(C)C
 : -4%	-2%	0%	-1%	-8%	7%	3%	6%
CCC(=O)c1c(O)n(C2CCCCCC2)c(=O)[nH]c1=O
 : -9%	-2%	2%	-25%	-3%	0%	-1%	0%
O=C(c1ccncc1)C12CN3CN(CN(C3)C1)C2
 : 1%	0%	-1%	8%	-2%	·	4%	-2%
CCOc1ccc(N=Cc2c(O)n(Cc3ccccc3)c(=S)[nH]c2=O)cc1
 : -2%	3%	1%	3%	-7%	10%	38%[activator]	0%
COc1ccc(OC)c(CC(=O)O)c1
 : i	3%	-1%	-3%	6%	8%	-3%	-15%

# Given tab-delimited: entries from further up.
Molecule	RECQ1 inh	Tau FP inhib	TexasRed fluor	JMJD2E inh	Tau fibril ThT	L3MBTL1 inh	GoLoco inh red	TRb-SRC2 inh
CCCC(CCC)C(=O)OC[N+](C)(C)CCOC(=O)C(O)(c1ccccc1)C1CCCC1 (configuration not stated)	i	-5%	2%	-28%	-1%	?	5%	-3%
O=C1NC(=O)C(CCc2ccncc2)(CCc2ccncc2)C(=O)N1CCc1ccccc1	i	1%	-2%	7%	-7%	6%	-2%	-1%
CCOC(=O)c1ccc2[nH]c(-c3ccc(S(=O)(=O)F)cc3)cc(=O)c2c1	-1%	-2%	-1%	?	?	9%	7%[14.2 µM]	-3%
CCCCn1c(O)c(C(C)=NCc2ccc3c(c2)OCO3)c(=O)[nH]c1=O	-12%	1%	-4%	7%	-7%	10%	2%	6%
CCCCNc1ccncc1S(=O)(=O)NC(=O)NC(C)C	-4%	-2%	0%	-1%	-8%	7%	3%	6%

# Following part.
# Second line of a record: RECQ1 inh	Tau FP inhib	TexasRed fluor	JMJD2E inh	Tau fibril ThT	L3MBTL1 inh	GoLoco inh red	TRb-SRC2 inh
C=CC(=O)OCCO
 : -4%	·	-1%	·	·	·	1%	3%
O=c1[nH]c(=O)n(-c2cccc(Cl)c2)c(O)c1C=NCCCN1CCOCC1
 : 7%	-4%	0%	-6%	1%	0%	9%	-2%
C=CCn1c(O)c(/C=N/N2CCCCC2)c(=O)[nH]c1=O
 : -17%	8%	0%	8%	·	·	8%	10%
CCN(CC)c1ccc(N=Cc2c(O)n(CCC3=CCCCC3)c(=O)[nH]c2=O)cc1
 : 1%	7%	-3%	-4%	?	-1%	8%	4%
Cc1cccc(Cn2cccc(C(=O)Nc3nnc(C)s3)c2=O)c1
 : ·	-7%	-2%	·	-8%	·	·	-2%
O=C1NC(=O)C2(Cc3ccccc3N3CCOCC32)C(=O)N1c1ccccc1 (configuration not stated)
 : -2%	-6%	-2%	?	-23%	·	1%	-13%
Cc1ccccc1CN1CCNCC1
 : -20%	-4%	-9%	3%	0%	5%	8%	0%
Cc1ccccc1-n1c(O)c(C=NCCN2CCOCC2)c(=O)[nH]c1=O
 : 0%	7%	0%	1%	1%	7%	0%	-3%
CN(C(=O)Cc1ccccc1)[C@H](CN1CCCC1)c1ccccc1
 : i	-6%&4%	-1%&-1%	-3%	2%&3%	·	0%&2%	-2%&-6%
CCCCn1c(O)c(C(C)=NCC2CCCO2)c(=O)[nH]c1=O (configuration not stated)
 : 17%	2%	1%	-8%	-8%	·	-5%	1%
N#CC(C(=O)C12CC3CC(CC(C3)C1)C2)c1nc2ccccc2[nH]1 (configuration not stated)
 : -2%	1%	-4%	?	-8%	-7%	27%	1%
CCN(C(=O)CSc1ncccc1C(=O)Oc1cccc([N+](=O)[O-])c1)c1cccc(C)c1
 : -6%	0%	5%	-3%	?	-7%	10%	-15%

# This is a subset; count on the stated rates, not on these rows.
